High-throughput results from PubChem BioAssay.
mHTT-CaM PPI inh – inhibitors of human mutant huntingtin-calmodulin interaction. 190,000 compounds, 3.6% hits. P42858. AlphaScreen His-mHTT/GST-CaM binding, luminescence. inhibition, % at 15 µM. AID 1671202;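 note: 0% = both proteins with DMSO and 100% = one protein alone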
Pf apPOL inh – Pf-apPOL DNA polymerase inhibition | Recombinant Pf-apPOL, molecular beacon fluorescence, 1.5 h | inhibition, % at 10 µM | 210,000 compounds, 0.25% hits
* hit, by the source's call; i = inactive; . = not tested or not shown; & = joins results of further samples. Cut-off read from the data, not from the text of the source: active = inhibition above about 50%; inactive = the rest. Outcome played no part in choosing rows, and some 3.5% of all compounds hit somewhere here.

SMILES | mHTT-CaM PPI inh | Pf apPOL inh
CSc1cccc(NC(=O)C2CCCN(C(=O)Cc3cccc4ccccc34)C2)c1 (stereo not drawn) | 12 | 0
O=C(Nc1cccc(Cl)c1)N1CCc2nc[nH]c2C1 | 2 | -5
Cc1nc(N2CCN(C(=O)c3ccc(F)cc3)CC2)c2c3c(sc2n1)CCCC3 | 16 | 9
COc1ccc2c(c1)OCC/C2=N\OC(=O)c1cccc(C)c1 | i | -7
O=C1CC(c2ccc(Cl)c(Cl)c2)CC(O)=C1C=NCCN1CCNCC1 (stereo not drawn) | 59* | -3
CC(C)CCNC(=O)C1Cc2ccccc2N2CCN(c3ncccn3)CC12 (stereo not drawn) | 7 | -1
CC(C)(C)c1cc(C(=O)NCc2cccnc2)nc2ccnn12 | 4 | 0
COCCNC(=O)c1ccc(-c2noc(C3CCN(C(=O)c4ccccc4C)CC3)n2)cc1 | 17 | -4
CC(=O)N1CCN(c2ccc([N+](=O)[O-])c(NC3CC3)c2)CC1 | 3 | -2
Cc1cc(=O)n(CC(=O)Nc2ccc(S(=O)(=O)Nc3ncccn3)cc2)cn1 | -7 | -1
CCn1cnnc1C1CCN(C(=O)c2n[nH]c3ccccc23)CC1 | 6 | 1
NC(=O)C1CN(Cc2ccccc2)CC1c1ccccn1 (stereo not drawn) | 0 | 0
Cc1ccccc1C1CCCN1C(=O)c1cc(-c2ccc3c(c2)OCO3)on1 (stereo not drawn) | 4 | -2
COc1ccc(-c2ccc3c(N)c(C(=O)Nc4cc(Cl)ccc4OC)sc3n2)cc1 | -6 | -3
COc1cccc(CNC(=O)Cn2cc3c(n2)CCCCCC3)c1 | -11 | -3
COc1ccc(C(=O)Nc2nsc(-c3ccccc3)n2)cc1 | -14 | -8
CCC(=O)N1CCc2sc(C(=O)NCc3ccccc3Cl)cc2C1 | 4 | 0
COc1ccc(-n2cc(C(=O)N3CCC4(CC3)OCCO4)c3ccccc3c2=O)cc1 | 2 | -3
Cc1ccc(NC(=O)N2CCC(c3nc(C(=O)N4CCOCC4)c(C)o3)CC2)c(C)c1 | -3 | -7
CC1CCC2(CC1)NC(=O)N(CC(=O)Nc1cc(F)cc(F)c1)C2=O (stereo not drawn) | -2 | -6
CCc1ccc(N2C=NS(=O)(=O)c3cccnc32)cc1 | -1 | -4
COc1cc(NS(=O)(=O)c2ccc(NC(=O)c3ccc(Cl)cc3Cl)cc2)ncn1 | 2&2 | 7&4
COc1ccc(CN=C(C)C2CCOC2=O)cc1 (stereo not drawn) | . | -6
Cc1ccc([N+](=O)[O-])cc1S(=O)(=O)NCc1ccccn1 | -4 | -8
CCSc1nnc(NC(=O)c2ccc([N+](=O)[O-])cc2)s1 | -4 | -1
CC(C)(C)C(O)CCNC(=O)C1(c2ccc(F)cc2)CC1 (stereo not drawn) | -15 | 10
O=[N+]([O-])c1ccccc1CC1CC1(Cl)Cl (stereo not drawn) | -10 | -7
CCOC(=O)N1CCN(C(=O)CN(c2ccc(CC)cc2)S(C)(=O)=O)CC1 | 1 | -14
Cc1occc1C(=O)N1CCCc2ccccc21 | 0 | -5
COc1cccc(NC(=O)/C(C#N)=C/c2cn(Cc3ccc(F)cc3)c3ccccc23)c1 | 10 | 1
CC1CCCN(CC2CCN(S(=O)(=O)c3ccc(C#N)cc3)CC2)C1 (stereo not drawn) | -5 | -2
Cc1cccc(NC(=O)Cn2c([N+](=O)[O-])cnc2C)c1C | -1 | -15
Fc1cccc(C2CC(c3ccc(Cl)cc3)Nc3nnnn32)c1 (stereo not drawn) | -1&12 | -2&4
Cc1ccc(C(=O)N2CCN(c3nnc4ccccn34)CC2)cc1F | 2 | -1
Cc1c(C(=O)NCc2ccccc2)oc2ccc(S(=O)(=O)N3CCC4(CC3)OCCO4)cc12 | 9 | -1
CCOc1ccc(NC(=O)c2ccc(N(Cc3ccccc3)S(C)(=O)=O)cc2)cc1 | 30 | 1
COCCCn1cc(CN2CC(N3CCN(CCO)CC3)CS2(=O)=O)nn1 (stereo not drawn) | 0 | 4
COc1ccc(OC)c(NC(=O)c2cc(S(=O)(=O)N3CCCC3)ccc2F)c1 | 5 | -3
CCN(c1ccc(F)cc1)S(=O)(=O)c1ccc2[nH]cc(C(=O)NC(C)(C)C)c(=O)c2c1 | 14 | -15
Cc1ccc(C2=N/C(=C\c3ccc(Br)o3)C(=O)O2)cc1[N+](=O)[O-] | 37 | 7
CC(O)(CNC(=O)COc1ccc(F)cc1)c1ccccc1 (stereo not drawn) | -16 | -2
CCc1cc(C(=O)NC2CC2)nc2cc(-c3ccsc3)nn12 | -7 | -8
CCSc1ccc(Sc2ccc(SCC)s2)s1 | -40 | .
Cc1ccc(C(O)=C2C(=O)C(=O)N(c3nncs3)C2c2cccc(Br)c2)cc1 (stereo not drawn) | 29 | 2
CCC(=O)NCc1nc2c(n1CC)CN(S(=O)(=O)c1cccc(Cl)c1)CC2 | 5 | -3
COc1cccc(C=Nc2ccc(N=Cc3cccc(OC)c3OC)cc2)c1OC | 2 | 0
COc1cc(/C=C(\C#N)c2[nH]nc(N)c2C#N)cc(OC)c1OC | -5 | -3
Cc1ccc(C(=O)Nc2c3c(nn2-c2cccc(C)c2C)CSC3)cc1 | 29 | 0
COc1ccc(CNc2nc(-c3ccco3)cc(C(F)(F)F)n2)cc1 | -73 | -9
O=C(Nc1ccccc1)c1ccc(Cl)c(S(=O)(=O)Nc2cccc([N+](=O)[O-])c2)c1 | 18 | 0
Cc1ccc(C2C3=C(CC(c4ccco4)CC3=O)NC3=C2C(=O)c2ccccc23)cc1 (stereo not drawn) | 20&40 | -9&-3
COc1ccc(Cl)cc1NC(=O)COc1ccc([N+](=O)[O-])cc1 | 2 | -2
CCOC(=O)c1cnc(-c2ccccc2)nc1N(C)C | -30 | -5
O=C1CCN(Cc2ccccc2)CCN1CCOc1ccccc1 | 19 | -6
COc1ccc(OC)c(-c2cc3ccc(OC(=O)C4CC4)cc3oc2=O)c1 | -4 | -4
O=C1N=C(N2CCCCC2)S/C1=C/c1ccccc1Cl | 6 | -3
COc1cc(C(=O)O/N=C2/C=C(C(C)C)C(=O)C=C2C)cc(OC)c1OC | i | -4
CCCC1c2ccc(C)n2CCN1C(=O)Nc1ccccc1CC (stereo not drawn) | 0 | 0
CCOC(=O)C1CCCN(C=C2Oc3cc(O)ccc3C2=O)C1 (stereo not drawn) | 1 | -18
O=C1CN(C(=O)COc2ccc(Cl)cc2Cl)C(c2ccccc2)c2cc(F)ccc2N1 (stereo not drawn) | 21 | -1

New compounds follow
SMILES | mHTT-CaM PPI inh | Pf apPOL inh
CC(C)C(=O)N1CCN(Cc2c(-c3ccc(Cl)cc3)nc3sccn23)CC1 | 40 | -1
COc1ccc(SCCCC(=O)Nc2ccc(F)cc2)cc1 | -11 | -4
CCOc1ccc2ccccc2c1C(=O)Nc1ccc(Cl)c(N2CCCS2(=O)=O)c1 | -2 | -5
COc1ccc(C=C2Oc3c(CN4CCOCC4)c(O)cc(C)c3C2=O)cc1 | 35 | -14
O=C(c1ccccc1)N1CCC(CCNS(=O)(=O)c2cccc(C(F)(F)F)c2)CC1 | 36 | 8
O=C(Nc1ccc(O)cc1)c1ccc2c(c1)C(=O)N(N1C(=O)c3ccccc3C1=O)C2=O | 2 | 1
CC1(C)CC(=O)C(c2nc3ccccc3s2)=C(NCc2ccccc2)C1 | -6 | -1
O=[N+]([O-])c1cccnc1N1CCSCC1 | . | -12
CCN(CC)S(=O)(=O)c1c(C)nn(C(=O)CCc2ccccc2)c1C | -2 | -5
O=C(Cc1cccs1)NC1C2CC3CC(C2)CC1C3 (stereo not drawn) | -2 | -2
Cc1oc(C2CCN(C(=O)CC(C)(C)C)CC2)nc1C(=O)N(C)C | -9 | -3
O=C(c1ccc(Cl)c(Cl)c1)N1CCN(c2ccccn2)CC1 | 4 | -4
c1coc(CN2CN=C3SCC4(OCOCO4)N3C2)c1 | 3 | -2
Cc1nn(CCCC(=O)NC2CCCCC2)c(C)c1[N+](=O)[O-] | -3 | -2
NC(=O)C1CCN(S(=O)(=O)c2cc(C(=O)Nc3cccc(Cl)c3)ccc2F)CC1 | 5 | 2
Cc1cc(C)c(NC(=O)CSc2cccc3ccc(C)nc23)c(C)c1 | 2 | 1
COc1cc(Cl)c(C)cc1NC(=O)C1CCCN(C(=O)c2cccc(C)c2)C1 (stereo not drawn) | 29 | -8
Nc1c(C(=O)NCc2ccccc2Cl)nnn1-c1cccc(C(F)(F)F)c1 | 3 | 2
Cc1ccc(NC(=O)C2CCCN(c3ncnc4c3nc3n4CCCCC3)C2)cc1C (stereo not drawn) | 5 | 1
Cc1cc(C)nc(NS(=O)(=O)c2ccc(NC(=O)c3cc4ccccc4oc3=O)cc2)n1 | 2 | -6

Full records from above. Screens in order: mHTT-CaM PPI inh | Pf apPOL inh
COc1ccc(SCCCC(=O)Nc2ccc(F)cc2)cc1 in the list: -11 | -4
CC1(C)CC(=O)C(c2nc3ccccc3s2)=C(NCc2ccccc2)C1 in the list: -6 | -1

Following part.
SMILES | mHTT-CaM PPI inh | Pf apPOL inh
Cn1c(=O)c([N+](=O)[O-])c(NC2CCCCC2)c2ccccc21 | 1 | 13
O=C1Nc2ccccc2SC1=Cc1ccccc1 | . | -22
COc1ccc(OC)c(C2C(C(=O)Nc3ccc(C)cn3)=C(C)NC3=C2C(=O)CCC3)c1 (stereo not drawn) | 9 | -2
O=C(Nc1ccccc1C(=O)Nc1ccc(Cl)cc1)c1ccco1 | 5 | -2
COc1cccc(NC(c2ccccn2)c2ccc3cccnc3c2O)c1 (stereo not drawn) | 99* | -6
COC(=O)c1ccc(C=C2Oc3cc(OCC(C)=O)ccc3C2=O)cc1 | 0 | -6
COc1cc(C(=O)N2CCc3ccccc3C2)c([N+](=O)[O-])cc1OC | 6 | 2
Cc1cc(NC(=O)c2ccc(Cn3cncn3)cc2)ccc1Br | 8 | -7
CNC(=O)NCCC1CCN(C(=O)Nc2cccc(Cl)c2)CC1 | -2 | -4
CCOCCCNC(=O)CC1CCN(C(=O)c2ccccc2Cl)CC1 | -16 | -7
CN1C(=O)C(=O)N(CC(=O)NCc2ccco2)C1=O | -4 | 8
COc1cc(C2=NNC(=O)CC2)cc(OC)c1OC | . | -6&-4
CN(C)CCN1C(=O)C(=O)C(=C(O)c2ccccc2)C1c1ccccc1[N+](=O)[O-] (stereo not drawn) | 13 | -9
COc1ccccc1/C=C/c1[nH]c(=O)[nH]c(=O)c1[N+](=O)[O-] | -2 | -1
FC(F)(F)c1cccc(N2COc3ccc(Cl)cc3C2)c1 | 49 | -2
C=CCC(=O)c1sc(NC)c(C#N)c1N | 19 | .
COc1cccc(C2CC(c3cccs3)Nc3ncnn32)c1 (stereo not drawn) | 1 | 3
O=C(c1ccc(OCC2CCCN2C(=O)c2ccc(Cl)cc2)cc1)N1CCOCC1 (stereo not drawn) | 2 | 11
CC(C)(C)c1ccc(C(=O)Nc2c(-c3ccccc3)nc3sccn23)cc1 | 42 | -3
CCC(=O)NCc1nc2c(n1C)CN(S(=O)(=O)c1ccc(Br)cc1)CC2 | 15 | -6

Quoted at random: 2 compounds from above.
SMILES | mHTT-CaM PPI inh | Pf apPOL inh
O=C(c1ccc(OCC2CCCN2C(=O)c2ccc(Cl)cc2)cc1)N1CCOCC1 (stereo not drawn) | 2 | 11
CN1C(=O)C(=O)N(CC(=O)NCc2ccco2)C1=O | -4 | 8

6 entries from above, ordered by count of non-hydrogen atoms, smallest number first.
SMILES | mHTT-CaM PPI inh | Pf apPOL inh
CN1C(=O)C(=O)N(CC(=O)NCc2ccco2)C1=O | -4 | 8
COc1ccccc1/C=C/c1[nH]c(=O)[nH]c(=O)c1[N+](=O)[O-] | -2 | -1
CNC(=O)NCCC1CCN(C(=O)Nc2cccc(Cl)c2)CC1 | -2 | -4
COC(=O)c1ccc(C=C2Oc3cc(OCC(C)=O)ccc3C2=O)cc1 | 0 | -6
CC(C)(C)c1ccc(C(=O)Nc2c(-c3ccccc3)nc3sccn23)cc1 | 42 | -3
O=C(c1ccc(OCC2CCCN2C(=O)c2ccc(Cl)cc2)cc1)N1CCOCC1 (stereo not drawn) | 2 | 11

Part of the list above, with each value named:
> CCOC(=O)c1cnc(-c2ccccc2)nc1N(C)C
  mHTT-CaM PPI inh: -30
  Pf apPOL inh: -5
> Cc1cc(NC(=O)c2ccc(Cn3cncn3)cc2)ccc1Br
  mHTT-CaM PPI inh: 8
  Pf apPOL inh: -7

Next section
SMILES | mHTT-CaM PPI inh | Pf apPOL inh
O=C(Cn1cnc2ccccc21)N1CCN(S(=O)(=O)C2CC2)CC1 | -16 | 0
COc1ccc(C=Nc2cccc(-c3cnc[nH]3)c2)cc1 | 11 | 0
CCC(NC(=O)c1ccccc1NC(=O)c1ccco1)C(=O)NC1CCCCC1 (stereo not drawn) | 2 | -4
CCCc1nc2c(c(=O)n1CC(=O)Nc1ccc(C)cc1F)CCN(Cc1ccccc1)C2 | 9 | -7
CCOC(=O)c1ccc(Oc2coc3cc(OC(=O)c4ccccc4)ccc3c2=O)cc1 | 3 | -9
O=c1cc(CCl)nc(-c2ccccc2)[nH]1 | 1 | 2
COc1ccc(C2=NN(C(C)=O)C3(CCCCC3)O2)cc1OC | -5 | 4
COc1ccccc1-c1nc(C2CCN(C(=O)c3cccc(Cl)c3)CC2)no1 | 63* | 13
O=C(CSCc1ccc([N+](=O)[O-])cc1)Nc1ccccc1C(=O)NC1CCCCC1 | 13 | 1
COc1ccc(NC(=O)N2CCC3(CC2)Nc2ccccc2-n2cccc23)c(OC)c1 | 64* | 6
COc1ccccc1CC(=O)Nc1ccc(OC)c(OC)c1 | 0 | -9
O=C(Nc1ccccc1C(=O)O)c1cccc(C(=O)Nc2ccccc2C(=O)O)c1 | 70* | -1
COc1cccc(CN2C[C@@]34CC[C@@H](C[C@@H]3S2(=O)=O)O4)c1 | -4 | -4
Cc1ccccc1NC(=O)C1CCN(c2c(C#N)cnc3ccc(F)cc23)CC1 | 2 | -2
CCOC(=O)C1C(C(=O)OC)=C(CC(C)C)c2ccccc2N1S(=O)(=O)C(F)(F)F (stereo not drawn) | -30 | -7
CC(=O)c1cccc(NC(=O)CN(c2cccc(Br)c2)S(C)(=O)=O)c1 | -2 | -1
CC(C)(C)c1cc([N+](=O)[O-])c2cc(C(C)(C)C)cc([N+](=O)[O-])c2c1 | . | -2
